High-throughput results deposited in PubChem by several laboratories.
APP 5UTR inh: APP translation inhibition | SH-SY5Y APP 5'UTR-luciferase reporter, luminescence | inhibition, % at 2 µM | 190,000 compounds, 0.82% hits | AID 1285;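 active = inhibition above a set limit, derived from the sample mean plus 3 SD, cut at about 45% in these data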; also: values of inactives mirror those of a sister screen read the other way
Diaph act CS: counter-screen for diaphorase-based assays: diaphorase activators and chemical reducers | activation factor at 20 µM | AID 1229 | Diaphorase/resazurin coupled assay, resorufin fluorescence, 16 min; stronger effect = higher value; 1 = vehicle wells, 0 = NADH-free wells | 190,000 compounds, 0.005% hits;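 active = diaphorase activity raised at least twofold by the compound at 20 µM; inactive = activation factor below 2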
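Measured by – red resorufin fluorescence at 544/590 nm excitation/emission · Test system – Clostridium kluyveri diaphorase, purified enzyme · Incubation – reaction time 16 min, room temperature · Buffer or medium – 50 mM HEPES pH 7.4 with 4.542 mM MgCl2, 0.005% Tween 20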
G6PDH counter: counter-screen for G6PDH assay hits: L. mesenteroides G6PDH inhibition; inhibition, % at 5 µM; 200,000 compounds, 0.12% hits; Purified L. mesenteroides G6PDH, diaphorase/resazurin coupled fluorescence, 45 min; in the data active = inhibition above about 50%
TLR4 MyD88 comp: TLR4-MyD88 interaction inhibition in cells | inhibition, % at 8.4 µM | HeLa CL3-4 TLR4/MyD88 BLA complementation, FRET ratio | O00206+Q99836 | 200,000 compounds, 0.18% hits; in the data active = inhibition above about 25%;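 also: 0% = vehicle and 100% = reference inhibitor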
FLuc inh counter: inhibits firefly luciferase, flagging false hits in luciferase inhibition screens. ATPLite firefly luciferase biochemical luminescence, 10 min. inhibition, % at 10 µM. 200,000 compounds, 1.5% hits;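 active = inhibition above about 50% when tested at 10 µM, limit read from the data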
Target sequence (P08659 whole entry, looked up): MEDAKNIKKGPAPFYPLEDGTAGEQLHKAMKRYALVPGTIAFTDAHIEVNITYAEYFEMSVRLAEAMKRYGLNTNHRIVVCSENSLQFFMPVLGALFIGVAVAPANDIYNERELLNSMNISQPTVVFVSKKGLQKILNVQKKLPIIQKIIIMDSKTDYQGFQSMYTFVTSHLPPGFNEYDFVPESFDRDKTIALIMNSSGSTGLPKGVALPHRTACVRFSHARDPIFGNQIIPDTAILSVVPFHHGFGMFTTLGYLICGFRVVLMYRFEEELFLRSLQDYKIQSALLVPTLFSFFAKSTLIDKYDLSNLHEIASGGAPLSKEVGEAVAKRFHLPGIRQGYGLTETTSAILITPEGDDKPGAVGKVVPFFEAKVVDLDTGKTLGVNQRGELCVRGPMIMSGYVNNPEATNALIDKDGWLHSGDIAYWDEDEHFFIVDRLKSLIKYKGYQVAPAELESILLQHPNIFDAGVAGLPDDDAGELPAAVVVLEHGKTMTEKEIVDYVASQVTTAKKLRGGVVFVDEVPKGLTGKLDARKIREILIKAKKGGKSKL
Diaphorase inh: inhibits diaphorase or chemically oxidizes, flagging diaphorase assay artifacts; diaphorase resazurin-to-resorufin fluorescence, NADH, 16 min; bacterial (C. kluyveri) enzyme, not human; inhibition, % at 20 µM; 190,000 compounds, 0.69% hits; AID 1217;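 active = primary screen inhibition at 20 µM above a set limit, cut at about 50% in these data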;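 also: plate controls were DMSO with full reaction for no effect and wells lacking NADH for full effect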
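Benchmarks: positive control wells lacking NADH, neutral wells with DMSO only. System: bacterial diaphorase enzyme (C. kluyveri). Input: 0.14 U/mL diaphorase, enzyme working solution. Detection: resorufin fluorescence, excitation 544 nm, emission 590 nm. Times: 16-min room-temperature incubation before reading.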
STAT1 act: STAT1 signaling activation. NIH 3T3 STAT1-luciferase reporter, IFN-gamma, luminescence; 100% = IFN-gamma alone, no compound. activation (% of control), % at 5.5 µM. 200,000 compounds, 2.6% hits. AID 932;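 active = activation above the screen-wide mean activation plus 3 SD, cut at about 130% in these data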;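 also: raw ratio to IFN-gamma control signal so 100% means no change and 0% no light; values of inactives mirror those of a sister screen read the other way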
APP 5'UTR act: APP 5'UTR luciferase reporter activation; SH-SY5Y APP 5'UTR luciferase reporter, luminescence; zero percent = DMSO vehicle wells; activation, % at 2 µM; 190,000 compounds, 1% hits; AID 1276;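 active = activation above a set limit, based on mean plus 3 SD of controls, cut at about 140% in these data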; also: values of inactives mirror those of a sister screen read the other way
FLuc stim CS: firefly luciferase counter-screen for stimulation assays. AID 1027. P08659. 200,000 tested, under 10 active. activation factor at 10 µM. ATPlite luciferase biochemical, luminescence, 10 min; 0 = ATP-free wells, 1 = DMSO control;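 active = luciferase activation factor, scaled between plate controls, of at least 2 with compound at 10 µM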
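test system = cell-free luciferase reagent | medium = PBS as buffer for the ATP substrate | dosing = test compounds dosed from 2 mM stocks in 100% DMSO | incubation = 10 min at ambient temperature | detection = luminescence measurement of luciferase light output | benchmarks = low control with PBS replacing ATP, high control enzyme plus ATP without compound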
NF-kB expr up: NF-kB expression increase, human neuronal cells; NF-kB reporter expression; stronger effect = higher value; fold change at 12.5 µM; 190,000 compounds, 1.6% hits; in the data active = fold change above about 3.3
Starred values were filed as active, the others as inactive; · = not tested or not shown.

SMILES	APP 5UTR inh	Diaph act CS	G6PDH counter	TLR4 MyD88 comp	FLuc inh counter	Diaphorase inh	STAT1 act	APP 5'UTR act	FLuc stim CS	NF-kB expr up
COc1ccc(S(=O)(=O)Nc2c(C)c(C)cc3c2ncn3C)cc1	-8	1	-3	8	-6	-1	102	8	1.1	1.1
CCC(C)(C(=O)NC1CCCC1)N(C(=O)CNC(C)=O)c1ccccc1 (stereo unspecified)	7	0.9	3	4	-5	8	104	-7	1.1	1.1
CC(C)N(Cc1cnn(C)c1)Cc1nc(COc2ccccc2)no1	6	0.8	9	6	-3	22	106	-6	1	0.86
CCN(C(=O)COc1ccccc1)c1nnc(-c2cccnc2)s1	-3	1	21	-8	-5	4	98	3	1.1	1.3
CCOc1ccc(C(=O)Nc2nccs2)cc1[N+](=O)[O-]	-20	0.9	12	3	-2	15	120	20	1	1.6
COc1cc(C2N(c3ccc(Cl)cc3)C(=O)C3CCCN32)cc(OC)c1OC (stereo unspecified)	4	0.8	-1	1	-9	18	101	-4	1.1	1.1
O=[N+]([O-])c1ccc2nc(-c3ccccc3)[nH]c2c1	-110	0.9	-13	-5	27	9	141*	109	0.7	1.3
Nc1nc(CSc2nc3ccccc3s2)nc(Nc2ccccc2)n1	-11	0.9	-5	-7	0	11	98	11	1	0.8
CC(C)C(O)(C#CCN1CCCCCC1)c1ccccc1 (stereo unspecified)	5	0.9	16	-17	-6	12	99	-5	1.1	2.1
CSCC[C@H](NC(=O)Nc1ccc(C)cc1)C(=O)O	-3	0.9	-2	8	0	11	104	3	1	1.2
O=C(COC(=O)c1ccc(O)cc1)Nc1nccs1	2	0.9	3	-3	3	10	119	-2	1	1.4
CN=C1SC(CC(=O)Nc2ccc(C(=O)O)cc2)C(=O)N1C (stereo unspecified)	18	1.1	1	-9	-2	-5	102	-18	1	1.1
CCOC(=O)c1ccc(COC(=O)c2ccc3c(c2)-c2ccccc2C3=O)cc1	-16	0.8	-5	2	-5	19	97	16	1.1	1.2
Cc1ccsc1CNn1cnnc1SCc1ccc(Cl)cc1	2	0.8	4	-6	-8	18	104	-2	1.1	1.7
COc1cccc(OC)c1CN1CCCC(C(=O)c2ccccc2SC)C1 (stereo unspecified)	-9	1	5	2	-2	-2	89	9	1	0.81
CC(=O)NCC(=O)NC(C(=O)Nc1ccc2c(c1)OCCO2)c1ccc(C)cc1 (stereo unspecified)	-23	0.9	5	19	-5	6	99	23	1	0.97
CN(C(N)=S)c1ccccc1	5	1	13	1	-13	1	106	-5	1.1	1.4
O=C(Cc1ccc(Cl)cc1Cl)OCC(=O)c1ccc[nH]1	·	0.9	2	-2	-7	12	94	·	1.1	1.3
Cc1cccn2c(=O)c3cc(C(=O)NCCCN4CCOCC4)n(C)c3nc12	·	0.8	-16	·	-6	21	·	·	1.1	·
CCOc1cc(/C=N/NC(=O)Cn2nc([N+](=O)[O-])cc2C)cc(Br)c1OCc1ccccc1F	-8	0.9	-4	-3	-4	12	99	8	1	1.1
CCCCN(C)C(=O)c1cc2cc3ccc(OC)cc3nc2s1	-188	0.8	-2	1	85*	16	113	188*	0.2	3.1
CNC(=S)NCc1ccc(Cl)cc1	-10	·	·	-7	·	·	94	10	·	·
O=[N+]([O-])c1ccccc1S(=O)(=O)N1CCN(Cc2cc3c(cc2O)OCO3)CC1	-11	0.5	20	-6	-6	46	100	11	1.1	1
Clc1ccccc1/C=N/c1cc(-c2ccccc2)nn1-c1ccccc1	-26	1.1	4	11	-2	-6	122	26	1	1.1
Fc1ccc(C(c2nnnn2C2CCCC2)N2CCN(Cc3ccccc3)CC2)cc1 (stereo unspecified)	8	0.7	2	-1	-2	25	103	-8	1	1.1
Cc1ccc(CNC(=O)CCNC(=O)Cn2ccc3ccccc3c2=O)o1	-14	0.9	4	2	-8	15	96	14	1.1	0.96
Cc1nn(-c2ncc(C(F)(F)F)cc2Cl)c(=O)n1-c1ccccc1F	0	1	-1	-3	-6	4	97	0	1.1	1.2
CCOC(=O)c1sc(NC(=O)c2cccc(S(=O)(=O)N3CCN(C)CC3)c2)cc1C	-4	1	8	-5	-5	0	88	4	1.1	0.67
Cc1nc2cc(NC(=O)Nc3ccc(Br)cc3)ccc2o1	-154	0.9	-7	7	43	10	162*	154*	0.6	2.9
Cn1c(=O)n(C)c2cc(S(=O)(=O)NCc3ccccc3)ccc21	-7	0.8	6	3	-9	20	96	7	1.1	0.92
CCN1CCc2c(OCC(=O)N3N=C(c4cccs4)CC3c3ccc(F)cc3)cccc2C1=O (stereo unspecified)	10	0.7	-60	-2	-4	34	94	-10	1	1.1
O=C(NNC(=O)c1cccnc1)NC1CCCCC1	0	0.9	3	-4	-2	8	105	0	1	1.2
CCOc1ccc(C(=O)NCc2ccco2)cc1	-31	0.9	3	-10	10	8	99	31	0.9	1.5
O=C(/C=C/Sc1ccccc1)c1ccccc1	-18	1	2	15	88*	3	112	18	0.1	5.2*
CN(C)S(=O)(=O)c1cccc(COC(=O)c2ccc3c(c2)OCO3)c1	-16	0.9	3	-16	-2	12	87	16	1	1.2
Cc1ccc(C(c2nnnn2C2CCCCC2)N2CCN3CCCC3C2)cc1 (stereo unspecified)	-2	0.9	1	3	-9	13	101	1	1.1	1.1

Brought forward from above: four compounds; new compounds follow.
SMILES	APP 5UTR inh	Diaph act CS	G6PDH counter	TLR4 MyD88 comp	FLuc inh counter	Diaphorase inh	STAT1 act	APP 5'UTR act	FLuc stim CS	NF-kB expr up
CCOc1ccc(C(=O)NCc2ccco2)cc1	-31	0.9	3	-10	10	8	99	31	0.9	1.5
O=C(/C=C/Sc1ccccc1)c1ccccc1	-18	1	2	15	88*	3	112	18	0.1	5.2*
CN(C)S(=O)(=O)c1cccc(COC(=O)c2ccc3c(c2)OCO3)c1	-16	0.9	3	-16	-2	12	87	16	1	1.2
Cc1ccc(C(c2nnnn2C2CCCCC2)N2CCN3CCCC3C2)cc1 (stereo unspecified)	-2	0.9	1	3	-9	13	101	1	1.1	1.1
COC(=O)c1c(C(=O)OC)c(-c2ccc(C)cc2)n2c1CCC2	-18	1	5	-4	0	0	86	18	1	0.92
Cc1ccc(C(c2nnnn2C(C)(C)C)N2CCN(C3CCCC3)CC2)cc1 (stereo unspecified)	2	1	15	1	-1	1	102	-2	1	1
C[N+]1(CC(=O)OCCCc2ccccc2)CCOCC1	-1	0.9	10	-12	-3	8	102	1	1	0.97
COc1ccc(NC2CS(=O)(=O)CC2OC(=O)c2ccc(F)cc2)cc1 (stereo unspecified)	2	0.8	1	-2	-6	25	102	-2	1.1	1.9
Cc1oc(-c2ccccc2)cc1C(=O)Nc1cccc(/C=C/C(=O)O)c1	-17	0.9	1	8	-2	10	106	17	1	0.95
CC(C)NC(=O)/C(C#N)=C\c1ccc(N(C)C)o1	10	0.8	18	-6	1	21	116	-10	1	1.4
COc1ccccc1CN(C(=O)c1ccco1)C(C(=O)NC1CCCC1)c1ccncc1 (stereo unspecified)	-9	0.7	5	7	-3	27	98	9	1	1.1
COC(=O)C(NC=O)C(O)(Cc1ccccc1)C(F)(F)F (stereo unspecified)	0	0.8	3	-6	-1	18	98	0	1	1.6
CCc1ccc(NC(=S)NCC2CCCN2CC)cc1 (stereo unspecified)	-6	0.9	3	-6	-4	6	105	6	1	0.9
O=C(Nc1ccc(Cl)cc1F)C1CCN(S(=O)(=O)c2cccnc2)CC1	-8	0.8	5	13	-4	18	99	8	1	1.1
Nc1nc2n(n1)C(c1cccs1)CC(c1ccccc1)N2 (stereo unspecified)	4	1	12	1	-4	1	96	-4	1	0.62
C=CCn1c(SCc2nc3ccccc3[nH]2)nnc1-c1ccc(OC)cc1	-9	1	1	5	-1	0	78	9	1	1.7

Entries of single compounds, looked up by structure. Order of screens: APP 5UTR inh	Diaph act CS	G6PDH counter	TLR4 MyD88 comp	FLuc inh counter	Diaphorase inh	STAT1 act	APP 5'UTR act	FLuc stim CS	NF-kB expr up
O=C(Nc1ccc(Cl)cc1F)C1CCN(S(=O)(=O)c2cccnc2)CC1 is listed as -8	0.8	5	13	-4	18	99	8	1	1.1
C=CCn1c(SCc2nc3ccccc3[nH]2)nnc1-c1ccc(OC)cc1 is listed as -9	1	1	5	-1	0	78	9	1	1.7
CC(C)NC(=O)/C(C#N)=C\c1ccc(N(C)C)o1 is listed as 10	0.8	18	-6	1	21	116	-10	1	1.4
Cc1ccc(C(c2nnnn2C(C)(C)C)N2CCN(C3CCCC3)CC2)cc1 (stereo unspecified) is listed as 2	1	15	1	-1	1	102	-2	1	1

Further records follow.
SMILES	APP 5UTR inh	Diaph act CS	G6PDH counter	TLR4 MyD88 comp	FLuc inh counter	Diaphorase inh	STAT1 act	APP 5'UTR act	FLuc stim CS	NF-kB expr up
O=c1[nH][nH]cc1C=NCc1cccnc1	-6	0.9	4	1	1	10	107	6	1	1.1
CC(C)(C)C(=O)Nc1cccc(C(=O)c2cccc(NC(=O)C(C)(C)C)c2)c1	-5	0.9	-7	-12	-1	10	102	5	1	0.88
O=C(CN(Cc1ccc2c(c1)OCO2)C(=O)CSc1nc2ccccc2o1)NC1CCCCC1	1	1	1	17	4	4	98	-1	1	0.92
COc1cccc(NC(=O)CN(C)C(C)C(=O)Nc2ccc(S(=O)(=O)N3CCCC3)cc2)c1 (stereo unspecified)	5	1	-1	5	-4	-3	96	-5	1	0.74
O=C1c2ccccc2C(Nc2ccc(Cl)cc2)N1CCN1CCOCC1 (stereo unspecified)	-7	0.9	10	12	3	10	102	7	1	0.94
O=C1c2cccnc2C(=O)N1Cc1ccc(F)cc1	-2	0.9	4	-7	-4	9	98	2	1	1.3
CC(=O)Nc1ccc(S(=O)(=O)N(C)CC(=O)OCC(=O)NC(C)C23CC4CC(CC(C4)C2)C3)cc1 (stereo unspecified)	5	1	12	-7	-10	4	91	-5	1.1	1.1
Cc1cc(C(=O)OCC(=O)Nc2cc(S(=O)(=O)N(C)C)ccc2Cl)c2ccccc2n1	-7	1	2	-3	-7	3	88	7	1.1	1.1
O=c1oc(/C=C/c2ccco2)nc2sc3c(c12)CCC3	4	0.9	-4	1	17	15	89	-4	0.8	1.8
COc1cccc(C(=O)/C=C/Nc2ccc(S(=O)(=O)Nc3nc(C)cc(C)n3)cc2)c1	9	0.9	2	4	-3	14	97	-9	1	1.2
FC(F)(F)c1nnc(-c2ccccc2)nc1Sc1ccccc1	13	0.8	3	16	-6	20	94	-13	1.1	1.3
Cc1ccc(OCc2ccc(C(=O)Nc3nccs3)o2)cc1C	-1	0.8	2	-3	1	17	114	1	1	1.6
Cn1ccnc1SCC(=O)Nc1ccc(Oc2ccccc2)cc1	-18	0.9	6	4	3	12	114	18	1	2.2
CN(Cc1cn(C)nc1-c1ccccc1F)Cc1nccn1C	-9	1	6	-4	-1	-3	101	9	1	0.98
Cc1ccc2cc(C#N)c(SCC(=O)NCC3CCCO3)nc2c1 (stereo unspecified)	8	0.7	4	-3	-5	26	91	-8	1.1	1.1
Cc1ccc(NC(=O)COC(=O)C2CCC(=O)N2)c(S(=O)(=O)N2CCOCC2)c1 (stereo unspecified)	-1	1	6	6	-3	5	98	1	1	1.2
